MrgX1 allo act – positive allosteric modulators of MrgX1, primary screen, HEK293 cells, Fluo-4 calcium flux; Mas-related G-protein coupled receptor member X1 (Homo sapiens), Q96LB2; FDSS; stronger effect = higher value; B-score at 10 µM; 310,000 tested, 0.63% active; AID 588675, 2011;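 active means plate-corrected calcium response at least 3 library SD above typical, normal starting fluorescence, not activating the receptor alone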;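 further: compound read alongside a low EC10 to EC30 dose of BAM8-22 agonist; peak minus trough fluorescence over baseline measured at the second addition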
Target sequence (Q96LB2 whole entry, looked up): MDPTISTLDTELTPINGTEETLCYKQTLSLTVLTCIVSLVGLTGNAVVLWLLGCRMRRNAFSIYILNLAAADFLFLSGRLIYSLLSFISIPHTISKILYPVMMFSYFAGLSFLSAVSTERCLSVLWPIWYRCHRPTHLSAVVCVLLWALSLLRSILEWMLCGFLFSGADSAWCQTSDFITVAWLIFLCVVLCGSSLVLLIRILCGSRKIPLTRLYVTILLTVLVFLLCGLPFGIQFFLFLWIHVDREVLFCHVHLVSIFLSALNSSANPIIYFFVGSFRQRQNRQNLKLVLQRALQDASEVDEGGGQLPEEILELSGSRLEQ
MrgX1 antagonist – antagonists of human MrgX1 receptor, primary screen, HEK293 cells, Fluo-4 calcium flux | 310,000 tested, 1.3% active | Mas-related G-protein coupled receptor member X1 (Homo sapiens), Q96LB2 | AID 588676, 2011 | BAM8-22 antagonism; stronger effect = lower value | B-score at 10 µM;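 active means calcium-response B-score plate-corrected more than 3 library SD below zero, starting fluorescence within 5 deviations, no agonist response on first addition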;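 further: peak minus trough fluorescence over baseline after final BAM8-22 challenge near maximal dose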
MrgX1 ag – agonists of human MrgX1 receptor, primary screen, HEK293 cells, Fluo-4 calcium flux. Mas-related G-protein coupled receptor member X1 (Homo sapiens), Q96LB2. Fluo-4 calcium fluorescence, agonist mode; stronger effect = higher value. B-score at 10 µM. 310,000 tested, 0.44% active. AID 588627, 2011;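 active means calcium response B-score plate-corrected fluorescence ratio at least 3 library SD, with starting fluorescence B-score inside 5 SD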
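Test system: Stable human MrgX1 HEK293 cell line | Schedule: Overnight plating before 1 h dye loading | Read-out basis: Baseline-normalised fluorescence change ratio, B-scored | Detection: Kinetic calcium dye fluorescence, Fluo-4 NW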
RGS4 inh – RGS4 inhibitors, primary screen, cell-based, HEK293 M3R inducible RGS4, calcium flux. 310,000 tested, 0.45% active. Regulator of G-protein signaling 4 (Homo sapiens), P49798. B-score at 10 µM. Fluo-4 calcium flux; stronger effect = higher value; triggered by carbachol at its EC20;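 active means B-score, a plate-corrected calcium signal, over three deviations above library mean, with baseline fluorescence within five deviations of library mean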;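 further: RGS4 expression induced by doxycycline in cells with stable M3 receptor; B-score is computed from the integrated fluorescence ratio over baseline after carbachol; higher B-score means a larger calcium signal and so more RGS4 inhibition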
Target sequence (P49798 whole entry, looked up): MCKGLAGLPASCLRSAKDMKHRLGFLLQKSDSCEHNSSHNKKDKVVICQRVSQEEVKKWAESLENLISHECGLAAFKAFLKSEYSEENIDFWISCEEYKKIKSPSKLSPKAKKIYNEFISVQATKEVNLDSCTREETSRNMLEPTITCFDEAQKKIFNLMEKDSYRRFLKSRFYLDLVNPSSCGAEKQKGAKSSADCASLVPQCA
ANO1 activ – TMEM16A chloride channel activators or potentiators, primary screen, cell-based, HTS. B-score at 10 µM. AID 623877, 2012. HEK293 TMEM16A/YFP-H148Q/I152L, iodide quench fluorescence; stronger effect = lower value. Anoctamin-1 (Mus musculus), Q8BHY3. 340,000 tested, 0.3% active;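 active means fluorescence-ratio B-score plate-corrected deviation score at least 3 library SD below zero, with starting fluorescence score within 5 deviations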;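 further: channel opened by trigger with iodide after compound preincubation; score built on the fluorescence ratio of max minus min over baseline; more negative score means more quench and so TMEM16A activation or potentiation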
TMEM16A inh – TMEM16A chloride channel inhibitors, primary screen, cell-based, HTS | HEK293 TMEM16A/YFP iodide influx fluorescence, ionomycin | normalized B-score (activity score, 25-100; higher = stronger inhibition) at 10 µM | 310,000 tested, 1.2% active | AID 588511, 2011;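 active means ratio plate-corrected score three or more library SD toward inhibition, starting fluorescence score within five deviations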;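 further: score derived from kinetic fluorescence span divided by baseline fluorescence per well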
SKKanGAS inh – S. pyogenes SKKanGAS growth inhibitors in kanamycin, primary screen, streptokinase expression inhibitor project, SKKanGAS strain, BacTiter-Glo luminescence. 300,000 tested, 1.3% active. AID 1662, 2009. inhibition, % at 7.5 µM. 6 h;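 active means mean replicate score, as percent of positive control median, at least 50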;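 further: strain carries kanamycin resistance gene driven by streptokinase promoter and grows in 40 µg/ml kanamycin; loss of luminescence reflects streptokinase promoter inhibition or plain growth inhibition; 0% = median of DMSO wells and 100% = positive control at its reference dose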
TRPC6 act – mouse TRPC6 channel activators, primary screen, cell-based, HEK293, membrane potential dye; B-score at 10 µM; 310,000 tested, 0.13% active; Short transient receptor potential channel 6 (Mus musculus), Q61143; HEK293-TRPC6 membrane potential dye fluorescence; stronger effect = higher value;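 active means B-score of the integrated fluorescence ratio above library mean plus 3 SD, and starting fluorescence ratio within library mean plus 5 SD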;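 further: higher score means more depolarization so channel activation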
RGS4 pot – RGS4 potentiators or activators, primary screen, cell-based, HEK293 M3R inducible RGS4, calcium flux; B-score at 10 µM; carbachol calcium flux Fluo4; stronger effect = lower value; AID 463111, 2010; 310,000 tested, 0.92% active;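 active means B-score of the integrated calcium signal more than 4 SD below the library mean, with starting fluorescence not abnormally high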;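 further: negative B-score means reduced calcium response which marks RGS4 activation or potentiation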
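test system = HEK293 cells with stable M3R and inducible RGS4 | schedule = recording 10 s baseline at 1 Hz, 100 s post-agonist | technique = Fluo4-AM (2 µM) calcium-flux fluorescence, kinetic read | measure = Agonist-evoked peak-minus-minimum fluorescence over baseline, integrated ratio, B score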
HDAC3 inh – HDAC3 deacetylase inhibitors, primary screen, biochemical, fluorescence, cell-free homogeneous. Histone deacetylase 3 (Homo sapiens), O15379. recombinant HDAC3, fluorogenic peptide/trypsin coupled. inhibition, % at 8.3 µM. 320,000 tested, 0.15% active. AID 2718, 2010; in the data active means inhibition above about 26%, passing the limit was not always enough
Target sequence (O15379 whole entry, looked up): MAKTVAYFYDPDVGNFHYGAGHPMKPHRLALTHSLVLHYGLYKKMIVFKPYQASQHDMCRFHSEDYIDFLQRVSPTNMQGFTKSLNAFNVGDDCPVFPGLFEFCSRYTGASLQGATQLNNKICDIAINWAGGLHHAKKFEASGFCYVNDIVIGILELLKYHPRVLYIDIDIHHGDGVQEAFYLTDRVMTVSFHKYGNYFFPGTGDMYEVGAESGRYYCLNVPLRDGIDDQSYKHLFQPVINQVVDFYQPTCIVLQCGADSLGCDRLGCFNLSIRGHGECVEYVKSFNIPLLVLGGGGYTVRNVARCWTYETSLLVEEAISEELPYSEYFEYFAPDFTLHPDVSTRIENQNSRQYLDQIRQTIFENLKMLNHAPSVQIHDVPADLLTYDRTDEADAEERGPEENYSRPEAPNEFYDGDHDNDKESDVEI
TRPC6 inhibitor – mouse TRPC6 channel inhibitors, primary screen, cell-based, HEK293, membrane potential dye. Short transient receptor potential channel 6 (Mus musculus), Q61143. AID 2553, 2010. 310,000 tested, 1.1% active. B-score at 10 µM. ACh-evoked depolarization; stronger effect = lower value;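 active means B-score under library mean minus 3 SD, initial fluorescence not abnormally high, positive integrated signal ratio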;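 further: B-score derived from integrated fluorescence ratio over the kinetic read; more negative B-score means stronger inhibition of depolarization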
Starred values were filed as active, the others as inactive; i = inactive; . = not tested or not shown.

SMILES	MrgX1 allo act	MrgX1 antagonist	MrgX1 ag	RGS4 inh	ANO1 activ	TMEM16A inh	SKKanGAS inh	TRPC6 act	RGS4 pot	HDAC3 inh	TRPC6 inhibitor
CC(C)(C)C(=O)CC1(O)C(=O)N(Cc2ccccc2)c2ccccc21 (centres undefined)	i	i	i	i	i	i	-0.3	i	i	4.8	i
CN(CCCC(=O)Nc1nccs1)S(=O)(=O)c1ccc(Cl)cc1	i	i	i	i	i	i	-4.5	i	i	-11.9	i
CS(=O)(=O)c1ccc(Cl)c(NC(=O)CSC(=S)N2CCCC2)c1	i	i	i	i	i	i	6.1	i	i	-4.8	i
CC(OC(=O)c1ccc(Cl)c(S(N)(=O)=O)c1)C(=O)NCc1ccc2c(c1)OCO2 (centres undefined)	i	i	i	i	i	i	1.0	i	i	-7.5	i
O=C(CNC(=O)c1ccccc1)OCC(=O)N1N=C(c2ccc(Cl)cc2)CC1c1ccco1 (centres undefined)	i	i	i	i	i	i	12.6	i	i	6.8	i
Cc1ccc(SCc2cc(=O)[nH]c(Nc3nc(C)c4cccc(C)c4n3)n2)cc1	i	i	i	i	i	i	33.8	i	i	-3.8	i
O=[N+]([O-])c1cc([N+](=O)[O-])c(Oc2cc(F)cc(F)c2F)cc1NN1CCCCC1	i	i	i	i	i	i	5.2	i	-7.39*	-0.1	i
CNC(=O)COc1ncnc2sc(C)c(C)c12	i	i	i	i	i	i	-4.1	i	i	-2.4	i
O=C(Nc1ncc(Cc2ccccc2Cl)s1)C1CCCO1 (centres undefined)	i	i	i	i	i	i	0.6	i	i	-3.0	i
CCn1c(SCc2nc3ccccc3s2)nnc1-c1cccs1	i	i	i	i	i	i	-4.3	i	i	-2.1	i
Cc1ccc(OCC(=O)Nc2ccc(Cl)cc2)c(-n2nc3ccccc3n2)c1	i	i	i	i	i	i	-3.9	i	i	-0.9	i
Cc1ccc(NC(=O)Nn2cnnc2)cc1Cl	i	i	i	i	i	i	-7.8	i	i	5.2	i
O=C(c1ccc(Cl)c(S(=O)(=O)N2CCc3ccccc3C2)c1)N1CCN(c2ccccc2)CC1	i	i	i	i	i	i	17.6	i	i	8.1	i
CN(C)CCN1C(=O)c2oc3ccccc3c(=O)c2C1c1ccc(F)cc1 (centres undefined)	i	i	i	i	i	i	-2.8	i	i	2.4	i
COc1ccc(CCNC(=O)CC2Nc3ccccc3NC2=O)cc1OC (centres undefined)	i	i	i	i	i	i	-1.2	i	i	7.7	i
COc1cc(C2/C(=C(\O)c3ccc4c(c3)CC(C)O4)C(=O)C(=O)N2CCCn2ccnc2)ccc1O (centres undefined)	i	i	i	i	i	i	-8.4	i	i	-0.9	i
Cc1cc(NC(=O)COC(=O)C(Nc2ccc(C(F)(F)F)cc2Cl)C(C)C)no1 (centres undefined)	i	i	i	i	i	100*	28.6	i	i	5.8	i
S=C(NCCN1CCOCC1)N/N=C/c1c2ccccc2cc2ccccc12	i	i	i	i	i	i	29.5	i	i	11.5	-5.15*
COC(=O)CSc1nc2ccccc2c(=O)n1Cc1ccccc1	i	i	i	i	i	i	20.5	i	i	0.8	i
COc1ccc(-c2csc3nc(C)nc(N4CCN(c5ccc(C(C)=O)cc5)CC4)c23)cc1OC	i	i	i	i	i	i	15.0	i	i	-2.3	i
CCN(CC)CCCNc1cc(C)nc2cc(-c3cccs3)nn12	i	i	i	i	i	i	-2.5	i	i	-9.2	-7.54*
Cc1cc(NC(=O)Nc2cc(C)nn2-c2ccccc2)n(-c2ccccc2)n1	i	i	i	i	i	i	-3.3	i	i	-7.2	i
CC(C)CC(=O)N(Cc1ccc(F)cc1)C1CCS(=O)(=O)C1 (centres undefined)	i	i	i	i	i	i	-1.2	i	i	-1.8	i
CCn1nccc1C(=O)Nc1ccc(C)c(C)c1	i	i	i	i	i	i	0.1	i	i	-2.8	i
COc1cc(OC)cc(C(=O)OCC(=O)Nc2ccc(N3CCCCC3)cc2)c1	i	i	i	i	i	i	6.5	i	i	-4.0	i
NC(=O)[C@@H]1CCOc2c(F)cc([N+](=O)[O-])cc2C(=O)N[C@@H](CO)C(=O)NCC(=O)N1	i	i	i	i	i	i	3.4	i	i	-6.2	i
Cc1nn(-c2ccc(Cl)cc2)c2[nH]c(CCl)cc(=O)c12	i	i	i	i	i	100*	9.6	i	i	-0.8	i
CC(C)(C)NC(=O)Cn1cnc([N+](=O)[O-])n1	i	i	i	i	i	i	5.2	i	i	-0.1	i
O=C(Nc1ccc2c(c1)OCCO2)c1cnc2ccccn2c1=O	i	i	i	i	i	i	13.9	i	i	17.5	i
O=C(NCc1cccs1)c1cc(-c2ccc(O)cc2)on1	i	i	i	i	i	i	-0.8	i	i	5.0	i
COCCN(C(=O)COC(=O)c1c(NC(C)=O)sc(C)c1C)c1c(N)n(Cc2ccccc2)c(=O)[nH]c1=O	i	i	i	i	i	i	6.1	i	i	6.2	i
O=C(O)CCC(=O)NCc1ccc2[nH]c3c(c2c1)CCCC3	i	i	i	i	i	i	1.4	i	i	.	i
CC(=O)Nc1ccc(S(=O)(=O)N(C)Cc2cnn(C)c2)cc1	i	i	i	i	i	i	-0.9	i	i	.	i
O=C(CCN1CCN(c2ccccc2)CC1)N/N=C/c1ccccc1OC(F)F	i	i	i	i	i	i	-2.8	i	i	4.5	i
CC1CCN(c2nnc(-c3cccs3)c3ccccc23)CC1	i	i	i	i	i	i	5.8	i	i	6.1	i
Cc1cccc(N2CN=c3s/c(=C\c4ccccn4)c(=O)n3C2)c1	i	i	i	i	i	i	-2.8	i	i	14.6	i
CCOC(=O)CCCNC(=O)COc1ccccc1C#N	i	i	i	i	i	i	2.1	i	i	12.5	i
CC1=NN(c2ccccc2)C(=O)/C1=C/c1ccc(Cl)cc1	i	i	i	i	i	25*	-1.2	i	i	-3.7	i
O=C(c1ccc(OC2CCN(Cc3ccccn3)CC2)cc1)N1CCCCCC1	i	i	i	i	i	i	7.2	i	i	3.5	i
COc1ccc2cnn(-c3ccc(OC(F)(F)Cl)cc3)c(=O)c2c1OC	i	i	i	i	i	i	-2.4	i	i	-0.7	i
CCOC(=O)C(C)Sc1ccc2nnc(CCNS(=O)(=O)c3ccccc3)n2n1 (centres undefined)	i	i	i	i	i	i	-14.4	i	i	-0.5	i
CC(=O)Nc1ccc2nc(NS(=O)(=O)c3ccc(C)cc3)sc2c1	i	i	i	i	i	i	23.8	i	i	8.0	i
CC1CCN(S(=O)(=O)N2CCC(C(=O)NC3CCCC3)CC2)CC1	i	i	i	i	i	i	17.9	i	i	0.0	i
CC(C)CC(=O)NC(=S)Nc1ccccc1C(=O)Nc1ccccc1	i	i	i	i	i	i	-1.5	i	i	2.2	i
Cc1cc([N+](=O)[O-])nn1CC(=O)Nc1cnc2ccccc2c1	i	i	i	i	i	i	-10.2	i	i	0.7	i
O=C(O)c1ccc(CSCc2ccccc2Cl)o1	i	i	i	i	i	i	-7.1	i	i	2.3	i
CCOCCCNC(=O)/C(C#N)=C/c1ccc(C(=O)OC)cc1	i	i	i	i	i	i	-1.3	i	i	-7.4	i
CCCCc1c(O)nc(SCC(=O)N2CCOCC2)[nH]c1=O	i	i	i	i	i	i	-6.2	i	i	-0.8	i
Cc1cccc(NC(=O)N2CCC(C(=O)c3ccc(F)cc3)CC2)c1	i	i	i	i	i	i	-1.4	i	i	-7.5	i
Cc1ccccc1NC(=O)Cn1c(=O)n(Cc2ccccc2)c(=O)c2c(C)c(C)sc21	i	i	i	i	i	i	4.8	i	i	-2.3	i
CCOC(=O)CNC(=O)/C(=C\c1ccc(F)cc1)NC(=O)c1ccccc1	i	i	i	i	i	i	-1.9	i	i	-4.8	i
CC1CCN(C2=NC(=O)/C(=C/c3cn[nH]c3-c3ccccc3)S2)CC1	i	i	i	i	i	i	1.0	i	i	11.9	i
N#Cc1ccc(OCC(O)CN2CCN(CC(O)COc3ccc(C#N)cc3)CC2)cc1 (centres undefined)	i	i	i	i	i	i	0.5	i	i	0.0	i
CCOC(=O)Cc1csc(NC(=O)c2cccs2)n1	i	i	i	i	i	i	5.4	i	i	8.5	i
CCCC(=O)c1cc(F)c(N2CCN(S(=O)(=O)c3ccccc3)CC2)cc1C	i	i	i	i	i	i	1.8	i	i	2.7	i
C[C@H]1CCC[C@]2(O[C@H](CCO)C[C@@H](O)[C@@H]2O)O1	i	i	i	i	i	i	-0.5	i	i	1.3	i
O=C(CCc1ccccc1F)N1CCN(c2ccccc2)CC1	i	i	i	i	i	i	-2.5	i	i	-2.2	i
CCn1c(SCC(=O)c2cc(C)n(-c3ccc(C(=O)OC)cc3)c2C)nnc1-c1cccnc1	i	i	i	i	i	i	10.7	i	i	2.1	i
CCOc1ccc(C/C(N)=N/n2cnnc2)cc1	i	i	i	i	i	i	0.8	i	i	3.7	i
CC1CCN(C(=O)CCNS(=O)(=O)c2ccc(Cl)cc2)CC1	i	i	i	i	i	i	3.3	i	i	-0.1	i
COc1ccc(N(C(=O)c2ccc(Br)o2)C2C=CS(=O)(=O)C2)cc1 (centres undefined)	i	i	i	i	i	i	-0.8	i	i	-6.5	i
O=C1c2ccccc2NC(c2cc(Cl)cc(Cl)c2O)N1Cc1cccnc1 (centres undefined)	i	i	i	i	i	i	4.6	i	i	-9.9	i
CCOc1ccc(C(=O)OCC(=O)NC(C)C)cc1	i	i	i	i	i	i	-4.3	i	i	-0.1	i

Screens from PubChem BioAssay.
